Screens as filed in PubChem.
AmpC inh detg: qHTS Inhibitors of AmpC Beta-Lactamase (assay with detergent); P00811; AmpC hydrolysis of nitrocefin, absorbance 480 nm, 0.01% Triton; Potency, µM (highest dose often 114 µM), without a hit: at the highest dose activity change, negative = inhibition, hits mostly inhibitors; actives 0.041% (n = 370,000); AID 485294, 2010;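 note: potency is the fitted concentration of half-maximal effect; 0% = no-compound wells and -100% = no-enzyme wells; nearly all actives have a fitted effect of over 25% in size; some results filed as inactive show a strong effect at the top dose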
Target sequence (P00811 whole entry, looked up): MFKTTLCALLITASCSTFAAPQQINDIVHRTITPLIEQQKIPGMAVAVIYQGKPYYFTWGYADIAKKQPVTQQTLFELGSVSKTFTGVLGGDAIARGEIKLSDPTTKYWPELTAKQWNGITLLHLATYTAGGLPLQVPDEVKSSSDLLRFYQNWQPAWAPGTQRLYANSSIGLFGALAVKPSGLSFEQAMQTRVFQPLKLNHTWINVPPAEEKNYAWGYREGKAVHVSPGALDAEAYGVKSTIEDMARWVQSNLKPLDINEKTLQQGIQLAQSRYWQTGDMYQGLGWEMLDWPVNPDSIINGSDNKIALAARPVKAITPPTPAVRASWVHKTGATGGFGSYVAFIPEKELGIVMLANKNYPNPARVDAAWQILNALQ
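20 mM phosphate pH 7.0 + 0.01% (detergent screen) or 0.0001% Triton X-100; 5.3 nM AmpC reagent; cpd preinc 15 min RT; nitrocefin (800 uM stock) to start; A480 q20 s × 4 min; Activity was normalised to no-enzyme and no-compound control wells.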
Shiga inhibitor: A qHTS for Small Molecule Inhibitors of Shiga Toxin; Vero cells, Shiga toxin protein synthesis inhibition reporter; inhibition, % at 38.7 µM; actives 9.2% (n = 290,000); AID 2315, 2010; in the data active = inhibition mostly above about 28%, no sharp cut-off; inactive = mostly below about 43%; note: 0% is about no effect
AMA1-RON2 inh: qHTS for Inhibitors of AMA1-RON; Towards Development of Antimalarial Drug Lead: Primary Screen; Plasmodium falciparum AMA1 (3D7) - RON2 peptide interaction; AlphaScreen AMA1-biotinylated RON2 peptide binding; actives 0.2% (n = 360,000); Potency, µM (titrated, usually from 58.2 µM), for inactives: at the highest dose activity change, negative = inhibition, hits mostly inhibitors;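 note: potency is the fitted concentration of half-maximal effect; 0% = vehicle wells and -100% = peptide control; nearly all actives have a fitted effect of over 45% in size; some results filed as inactive show a strong effect at the top dose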
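AMA1 (3D7) with his tag at 25 nM final met compounds first, then biotinylated RON2 peptide at 25 nM; detection used donor plus acceptor beads, 10 µg/mL apiece, read by AlphaScreen after 30 min at room temperature.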
HCMV antiviral: qHTS Assay for inhibitors of the human cytomegalovirus (HCMV); HFF cells, HCMV-luciferase reporter, 72 h; hits give low values; activity change, negative = inhibition, % at 57.5 µM; actives 4.5% (n = 410,000); AID 1259415, 2018; in the data active = activity change below about -60%; inconclusive = no clear call, values can overlap the other calls; inactive = above about -39%; note: % is set by controls: 0 for no effect and ±100 for the full control effect
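Cell-based, HFFs, 1000 cells/well, 16 h 37C; cpds in DMSO + HCMV-luc, MOI 1 PFU/cell; 72 h 37C; OneGlo luminescence after 5 min RT; norm. to buffer vs Salinomycin 10uM.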
Giardia FBPA inh: qHTS Assay for Inhibitors of Fructose-1,6-bisphosphate Aldolase from Giardia Lamblia. A8B2U2. AID 2451, 2010. actives 0.71% (n = 290,000). purified Giardia FBPA. Potency, µM (series often up to 59.6 µM), for inactives: top-dose activity, negative = inhibition, most hits filed as inhibitors; note: potency is the fitted concentration of half-maximal effect; % is set by controls: 0 for no effect and ±100 for the full control effect; nearly all actives have a fitted effect of over 55% in size
Target sequence (A8B2U2 whole entry, looked up): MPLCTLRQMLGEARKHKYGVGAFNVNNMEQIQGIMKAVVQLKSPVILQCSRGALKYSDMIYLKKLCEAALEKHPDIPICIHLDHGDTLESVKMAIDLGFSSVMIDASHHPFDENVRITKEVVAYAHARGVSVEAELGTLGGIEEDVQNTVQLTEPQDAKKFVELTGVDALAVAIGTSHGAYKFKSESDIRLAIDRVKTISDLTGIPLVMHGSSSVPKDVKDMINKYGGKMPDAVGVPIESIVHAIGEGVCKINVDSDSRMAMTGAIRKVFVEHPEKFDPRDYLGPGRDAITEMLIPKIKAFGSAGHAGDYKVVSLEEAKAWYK
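40 nM FBPA preincubated 10 min at RT with compound (up to 57.5 uM final), then substrate plus GAPDH/TPI/NAD/arsenate coupling and diaphorase/resazurin added. Fluorescence read after 20 min at RT, 525/598 nm.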
CHX counter: Cycloheximide Counterscreen for Small Molecule Inhibitors of Shiga Toxin; cell reporter, cycloheximide protein synthesis inhibition counterscreen; max response, %; actives 12% (n = 300,000); AID 2314, 2010; in the data active = max response mostly above about 13%, no sharp cut-off; inactive = mostly below about 14%; note: read at 38.3 µM for the half of the compounds with a filed dose; 0% is about no effect
AmpC inh no detg: qHTS Inhibitors of AmpC Beta-Lactamase (assay without detergent). AmpC nitrocefin hydrolysis, absorbance 480 nm, 0.0001% Triton. Potency, µM (top dose mostly 57.1 µM), without a hit: at the top dose activity change, negative = inhibition, most hits filed as inhibitors. actives 0.52% (n = 330,000). AID 485341, 2010;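 note: potency is the fitted concentration of half-maximal effect; plate controls were no compound for no effect and no enzyme for full effect; nearly all actives have a fitted effect of over 20% in size; some results filed as inactive show a strong effect at the top dose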
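AmpC (5.3 nM in the dispensed reagent) in 20 mM phosphate pH 7.0 with 0.01% (detergent screen) or 0.0001% Triton X-100 was preincubated with compounds for 15 min at room temperature. Nitrocefin was then added from an 800 uM solution, and hydrolysis was followed at 480 nm.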
Starred values were filed as active, the others as inactive; u = inconclusive; x = not tested or not shown; [ ] = another dose, or the depositor's remark. Unless noted, calls come from the whole dose curve; as a rule, active = well fitted curve in the direction sought with a large enough effect; inconclusive = small, poorly fitted or top-dose-only effect, or another doubt; inactive = no such curve, though single readings can be large; an effect the other way counts as inactive or inconclusive.

The line under a structure holds: AmpC inh detg	Shiga inhibitor	AMA1-RON2 inh	HCMV antiviral	Giardia FBPA inh	CHX counter	AmpC inh no detg
CC(NC(=O)C1=CC=CN2CCS(=O)(=O)N=C12)c1ccc(Cl)cc1Cl (stereo not given)
 : -1%	x	-1%	u	x	x	-11%
O=C(NCCNC(=O)c1ccc(Br)o1)c1cccnc1
 : -16%	-3	18%	157	9%	-1	-20%
COc1cc(NC(=O)c2cc(=O)[nH]c3ccc(S(=O)(=O)N4CCOCC4)cc23)cc(OC)c1
 : u	x	-22%	-6	x	x	72%[activator]
CC1CCN(S(=O)(=O)c2ccc3c(c2)N(CC(=O)NCCCN2CCCC(C)C2)C(=O)CO3)CC1 (stereo not given)
 : -4%	-4	12%	-34	11%	-7	40%
O=C(CCc1nnc2ccc(NCc3ccccc3Cl)nn12)NC1CCCCC1
 : 2%	10	55%[activator]	-10	4%	7	-2%
NC(=S)Nc1ccc(F)c(F)c1F
 : 0%	-4	-5%	-18	-7%	-1	-14%
COc1cc(/C=N/NC(=S)NC2CC3C=CC2C3)cc(OC)c1OC (stereo not given)
 : -2%	-16	44%[activator]	-61*	-13%	1	-11%
N#C/C(=N\Nc1ccc([N+](=O)[O-])cc1)C(N)=S
 : -6%	88*	26%	-95*	u	41*	-20%
O=C(O)CCc1nn2cnc3sc4c(c3c2nc1=O)CCCC4
 : -6%	-4	5%	13	0%	-4	-2%
O=C(Nc1ccccc1)C1=C[C@H](c2ccc3c(c2)OCO3)C[C@H](OCc2ccc(CO)cc2)O1
 : 4%	104*	2%	11	-18%	73*	-21%
CN(CC(=O)Nc1ccccc1Cl)C(=O)CSc1nnc(N)s1
 : 0%	x	1%	-37	x	x	-23%
CCC(=O)N(Cc1cc2ccccc2[nH]c1=O)c1ccccc1OC
 : u	x	1%	0	10%	-1	-18%
CCN1CCc2nc(NC(=O)C(c3ccccc3)c3ccccc3)sc2C1
 : -11%	-26	0%	-3	-9%	-2	108%[activator]
CC(=O)Nc1ccc(NC(=O)C(C)OC(=O)c2cc(S(=O)(=O)N(C)C)ccc2N2CCCC2)cc1 (stereo not given)
 : u	x	44%[activator]	-33	x	x	29%
O=C(c1ccc(Cl)cc1)N(Cc1cccs1)C1CCS(=O)(=O)C1 (stereo not given)
 : -4%	-2	4%	-2	2%	-1	0%
CC(OC(=O)c1ccccc1NCCO)C(=O)Nc1ccnn1C(C)C (stereo not given)
 : -1%	x	u	-22	x	x	0%
CCSC1=NCN(CCCC(=O)O)CN1
 : 6%	-5	5%	-1	-1%	-3	-16%
Cc1cc(NC(=O)C2CC(c3c(F)cccc3Cl)=NO2)n(-c2ccccc2)n1 (stereo not given)
 : 0%	-10	1%	u	3%	-1	15%
CC1=C(C(=O)N2CCOCC2)C(c2ccc(O)cc2)NC(=S)N1 (stereo not given)
 : -10%	10	9%	25	-4%	1	-25%
O=C(NCC(c1ccco1)N1CCN(c2ccccc2F)CC1)c1cccs1 (stereo not given)
 : -10%	x	-4%	x	x	x	u
CCCNC(=S)N1CCC(c2nc3cc(C)c(C)cc3[nH]2)CC1
 : -2%	-7	-8%	-28	3%	-1	-41%
COc1ccc(/C=C(\NC(=O)c2cccs2)C(=O)N2CCOCC2)cc1OC
 : -1%	x	6%	-19	3%	x	68%[activator]
CCN(C1CCS(=O)(=O)C1)S(=O)(=O)c1cc(C)ccc1C (stereo not given)
 : -6%	x	-9%	3	x	x	-5%
O=S(=O)(c1ccc2ccccc2c1)N1CCN(Cc2ccccn2)CC1
 : 6%	23	-15%	u	u	8	7%
Cc1nn2c3c(cnc2c1-c1ccccc1)C(=O)CCC3
 : -12%	5	5%	98	-1%	2	-17%
CC1CCCC(C)N1CC(O)COCc1ccccc1F (stereo not given)
 : -7%	-4	-17%	54	-28%	-8	-18%
COc1ccc(NC(=O)C2CCCC2)cc1S(=O)(=O)N1CCOCC1
 : 5%	x	6%	-4	x	x	-12%
Cc1cc(-c2ccccc2)n[nH]1
 : 5%	34	0%	19	6%	14	-5%
N=C(N)c1ccc(Cl)cc1
 : -14%	-4	5%	20	5%	0	-13%[11.4 µM]
COc1cccc(NC(=O)CCc2nnc3ccc(N4CCN(c5cccc(OC)c5)CC4)nn23)c1
 : 4%	22	3%	x	x	-3	-11%

Taken from the entries so far for reference:
The line under a structure holds: AmpC inh detg	Shiga inhibitor	AMA1-RON2 inh	HCMV antiviral	Giardia FBPA inh	CHX counter	AmpC inh no detg
CCCNC(=S)N1CCC(c2nc3cc(C)c(C)cc3[nH]2)CC1
 : -2%	-7	-8%	-28	3%	-1	-41%
COc1ccc(/C=C(\NC(=O)c2cccs2)C(=O)N2CCOCC2)cc1OC
 : -1%	x	6%	-19	3%	x	68%[activator]
CCN(C1CCS(=O)(=O)C1)S(=O)(=O)c1cc(C)ccc1C (stereo not given)
 : -6%	x	-9%	3	x	x	-5%
O=S(=O)(c1ccc2ccccc2c1)N1CCN(Cc2ccccn2)CC1
 : 6%	23	-15%	u	u	8	7%
Cc1nn2c3c(cnc2c1-c1ccccc1)C(=O)CCC3
 : -12%	5	5%	98	-1%	2	-17%
CC1CCCC(C)N1CC(O)COCc1ccccc1F (stereo not given)
 : -7%	-4	-17%	54	-28%	-8	-18%
COc1ccc(NC(=O)C2CCCC2)cc1S(=O)(=O)N1CCOCC1
 : 5%	x	6%	-4	x	x	-12%
Cc1cc(-c2ccccc2)n[nH]1
 : 5%	34	0%	19	6%	14	-5%
N=C(N)c1ccc(Cl)cc1
 : -14%	-4	5%	20	5%	0	-13%[11.4 µM]
COc1cccc(NC(=O)CCc2nnc3ccc(N4CCN(c5cccc(OC)c5)CC4)nn23)c1
 : 4%	22	3%	x	x	-3	-11%

Additional results.
The line under a structure holds: AmpC inh detg	Shiga inhibitor	AMA1-RON2 inh	HCMV antiviral	Giardia FBPA inh	CHX counter	AmpC inh no detg
O=C1C2CCCCN2C(=O)N1CCCCN1CCN(c2cccc(Cl)c2)CC1 (stereo not given)
 : -10%	-11	-1%	-20	u	-1	67%[activator]
Cc1cc(C)c(NC(=O)CSc2nnc(CNC(=O)c3c(F)cccc3Cl)o2)c(C)c1
 : u	6	-1%	-16	x	-4	1%
CN(C(=O)CN1C(=O)C2C3CC(C(Br)C3Br)C2C1=O)C1CCCCC1 (stereo not given)
 : 0%	-4	-9%	13	3%	-4	26%
CCN(CC(=O)Nc1cc(Cl)cc(Cl)c1)CC(=O)NC1CCS(=O)(=O)C1 (stereo not given)
 : x	x	-6%	-28	x	x	31%
C=C(CCC12O[C@H](C(=O)O)[C@@](O)(C(=O)O)[C@](C(=O)O)(O1)[C@H](OC(=O)/C=C/[C@@H](C)C[C@@H](C)CC)[C@H]2O)[C@@H](OC(C)=O)[C@H](C)Cc1ccccc1
 : x	18	x	x	u	7	x
CC(=O)c1ccc(NC(=O)C2CCN(S(=O)(=O)c3cccs3)CC2)cc1
 : 9%	44*	-3%	0	1%	44*	-24%
CC(Sc1ncnc2sc(-c3ccccc3)cc12)C(N)=O (stereo not given)
 : -8%	-17	-10%	-24	x	-5	-16%
O=C(Cn1nnc(-c2ccccc2)n1)OCc1csc(-c2ccccc2)n1
 : u	-8	-5%	42	-5%	3	-28%
CCOC(=O)c1c(C)nc2c(c1C)c(=O)oc1ccccc12
 : 2%	20	32%[activator]	-30	5%	14*	-19%
CCN1C(=NCCc2cccs2)N[C@@H](CCc2ccccc2)[C@H](C(=O)NCCc2cccs2)[C@H]1C
 : -7%	-3	x	x	-1%	2	93%[activator]
Cc1ccc(NC(=O)COn2nnc3ccc(S(=O)(=O)N(C)C)cc32)cc1F
 : 1%	-10	7%	-28	-1%	-1	-15%
CCOc1ccc2c(c1)C(N(CCN1CCOCC1)C(=O)Nc1ccc(OC)cc1OC)CC(C)(C)O2 (stereo not given)
 : u	19	-1%	-25	0%	-1	178%[activator]
NS(=O)(=O)c1cc(C(=O)OC2CCOC2=O)ccc1Cl (stereo not given)
 : 7%	-2	5%	x	x	1	-16%
Cn1c(CBr)c(C(=O)c2ccc([N+](=O)[O-])cc2)c(=O)n(C)c1=O
 : -3%	-4	-1%	-7	u	1	-7%
COC(=O)c1ccc(/C=C/c2ccc3cccc(OC(C)=O)c3n2)cc1
 : u	117*	41%[activator]	61	-26%	57*	-17%
CCOC(=O)Cc1c(Sc2ccccc2)c2ccccc2n1C
 : -1%	-1	-5%	-11	16%	-1	-3%
CC(CCc1ccccc1)NC(=O)COC(=O)C1=COCCO1 (stereo not given)
 : u	20	-5%	-1	-1%	-2	30%
CC1(C)COC(c2coc3ccccc3c2=O)OC1
 : -6%	87*	-14%	25	1%	46*	-10%
COc1ccccc1CCNC1CCC(C)CC1 (stereo not given)
 : -1%	-2	-8%	-38	-1%	-2	-18%
CC1(C)N(O)C2CCCCC2N1O (stereo not given)
 : -9%	17	26%	38	u	13	-10%
COc1ccc(C2CC(c3ccc(OC)cc3)n3nc(N)nc3N2)cc1 (stereo not given)
 : u	-11	1%	-37	6%	-2	37%
CNS(=O)(=O)c1ccc(NC(=O)C(CCSC)NC(N)=O)cc1 (stereo not given)
 : u	-3	-7%	24	0%	-1	-33%
CC1CCCC(C)N1C(=O)COc1ccc(C(=O)N/N=C/c2ccc(C(=O)O)cc2)cc1 (stereo not given)
 : -5%	-5	-4%	-33	3%	6	-23%
Nc1c(C(=O)Nc2ccc(S(=O)(=O)N3CCCC3)cc2)sc2nc3cc4c(cc3cc12)CCC4
 : u	22*	0%	u	-6%	27*	-17%

Rows are unselected; overall some 16% were active at least once.
